Screening data: PubChem, several laboratories
BB579 growth dn – yeast BB579 growth reduction in restrictive medium | S. cerevisiae BB579 growth, OD615, 48 h | inhibition, % at 10 µM | 140,000 tested, 0.51% active | AID 804;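 active = inhibition above a set limit, 3 SD over the mean compound inhibition, cut at about 44% in these data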; note: inactives centre near -24
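Assay system – yeast BB579 (DeaD) · Dosing – single compound dose of 10 µM, 0.25% DMSO final · Detection – OD615 turbidity measurement · Buffer or medium – CSMM-D restrictive synthetic medium containing dextrose (glucose) · Benchmarks – positive control amphotericin B 10 µg/mL · Incubation – 48 h exposure, 30 °C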
MRP-1 activ – activators of MRP-1; viability increase, % at 10 µM; H69AR cells + doxorubicin, viability rescue, CellTiter-Glo; AID 799; 140,000 tested, 0.61% active;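 active = viability gain under doxorubicin at or above a set limit, the compound median plus 3 SD, cut at about 4.7% in these data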;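 note: MRP-1 overexpressing cells given doxorubicin 25 µM after compound pretreatment; 18-22 h compound pretreatment then 72 h with doxorubicin before readout; 0% = doxorubicin-only wells and 100% = vehicle-treated cells without doxorubicin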
E-sel TNF inh – TNF alpha driven E-selectin expression inhibition. AID 1246. HUVEC TNFa-induced E-selectin immunofluorescence, high content. inhibition, % at 2 µM. 120,000 tested, 0.71% active;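 active = inhibition above the batch mean plus 3 SD, and confirmed as a hit on visual image review, cut at about 43% in these data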;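 note: 0% = TNF-stimulated DMSO wells and 100% = unstimulated control wells; not every result past the cut was called active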
Yeast life ext – yeast lifespan extension. S. cerevisiae growth with nicotinamide, OD615; deaD strain in restrictive glucose medium. 130,000 tested, 0.68% active. inhibition of the nicotinamide effect, % at 10 µM;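 active = inhibition above a set limit, placed 3 SD over the median of all compounds, cut at about 26% in these data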;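 note: 0% = nicotinamide-treated wells and 100% = cells grown without nicotinamide; some compounds called inactive have numbers as strong as hits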
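System: Modified budding yeast, DeaD strain | Buffer or medium: Restrictive glucose medium | Also added: 1.5 mM nicotinamide | Doses: 10 µM single point, 0.25% DMSO | Schedule: 48 h compound exposure at 30 °C, humidified | Detection: Absorbance at 615 nm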
HCT116 PTEN-null – PTEN-deleted cell growth suppression; 140,000 tested, 1.2% active; viability, % at 10 µM; HCT116 PTEN-null viability, CellTiter-Glo, 60 h; hits give low values;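 active = viability at or below a set limit, 4 SD under the median of all tested compounds, cut at about 3.7% in these data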;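 note: PTEN knockout HCT116 line with beta catenin targeted HCT116 as companion control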
Phagocyt inh – macrophage phagocytosis inhibition; 110,000 tested, 0.07% active; inhibition, % at 5 µM; J774A.1 macrophage IgG-bead phagocytosis, imaging; AID 1029;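 active = inhibition above the mean of the plate negative controls plus 5 SD, cut at about 13% in these data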;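 note: phagocytic index as fraction of beads internalized from green versus red external bead signal; plate controls were DMSO negative control for no effect and cytochalasin-D positive control for full effect; some results beyond the cut were filed as inactive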
Measles CPE – protection of cells from measles virus. 140,000 tested, 1.5% active. Measles virus-infected cells, CPE protection, absorbance. protection (pct of control), % at 4 µM; in the data active = protection mostly above about 24%, no sharp cut-off; inactive = mostly below about 26%; note: some compounds called inactive have numbers as strong as hits
GALR2 blocker – GALR2 (human) receptor antagonism; O43603; GALR2-expressing cells, antagonist mode; inhibition, % at 4 µM; 140,000 tested, 0.39% active; in the data active = inhibition above about 27%;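 note: cells stimulated with galanin 1-16 at roughly its EC80; 0% = agonist challenge control and 100% = basal control without agonist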
Target sequence (O43603 whole entry, looked up): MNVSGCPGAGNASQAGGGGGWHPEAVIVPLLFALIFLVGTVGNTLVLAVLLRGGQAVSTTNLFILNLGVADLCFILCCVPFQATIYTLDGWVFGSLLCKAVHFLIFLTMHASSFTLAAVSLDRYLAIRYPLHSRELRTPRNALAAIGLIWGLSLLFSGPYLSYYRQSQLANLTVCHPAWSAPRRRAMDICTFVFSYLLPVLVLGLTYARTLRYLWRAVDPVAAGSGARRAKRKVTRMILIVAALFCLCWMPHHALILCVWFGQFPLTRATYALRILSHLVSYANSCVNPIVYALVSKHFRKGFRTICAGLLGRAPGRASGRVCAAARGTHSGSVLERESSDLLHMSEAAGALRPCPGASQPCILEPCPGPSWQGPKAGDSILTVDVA
HCT116 bCat-KO – beta-catenin-lacking colon tumor cell growth suppression; HCT116 beta-catenin knockout viability, CellTiter-Glo, 60 h; hits give low values; viability, % at 10 µM; 140,000 tested, 1.5% active;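 active = viability at or under a set limit, the compound median less 4 SD, cut at about 6% in these data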;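 note: 0% = Hyamine 1622 control at 20 µM and 100% = untreated cell control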
NPY-Y2 antag – NPY-Y2 (human) receptor antagonism | 140,000 tested, 0.99% active | P49146 | NPY-Y2 expressing cells, antagonist mode | inhibition, % at 2.7 µM; in the data active = inhibition above about 17%;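 note: 0% = vehicle with agonist challenge and 100% = reference antagonist with challenge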
Target sequence (P49146 whole entry, looked up): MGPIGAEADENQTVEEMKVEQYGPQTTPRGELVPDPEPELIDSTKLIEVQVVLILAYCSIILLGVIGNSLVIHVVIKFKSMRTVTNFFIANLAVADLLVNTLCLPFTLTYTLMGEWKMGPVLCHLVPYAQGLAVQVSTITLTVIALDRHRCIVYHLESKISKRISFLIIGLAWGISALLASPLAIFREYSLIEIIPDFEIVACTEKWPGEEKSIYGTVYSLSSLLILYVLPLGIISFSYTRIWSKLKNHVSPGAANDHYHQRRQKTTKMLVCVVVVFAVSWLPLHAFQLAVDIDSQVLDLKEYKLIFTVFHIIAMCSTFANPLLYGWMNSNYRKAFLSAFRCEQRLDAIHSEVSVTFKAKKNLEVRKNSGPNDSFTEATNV
Numbers without * were called inactive; . = not tested or not shown. This is a random part of the collection; any-hit rate near 6.1%.

SMILES	BB579 growth dn	MRP-1 activ	E-sel TNF inh	Yeast life ext	HCT116 PTEN-null	Phagocyt inh	Measles CPE	GALR2 blocker	HCT116 bCat-KO	NPY-Y2 antag
O=c1c(-c2ccc(Cl)cc2)[n+]([O-])c2ccccc2n1O	100*	-3.1	-8	-15	97	-5	7	-13	97	3
CCOc1ccc2nc(SCC(=O)Nc3ccc4c(c3)OCCO4)[nH]c2c1	-18	-2.9	26	1	99	.	25	5	100	2
O=C(Cn1cc2c(n1)CCCC2)Nc1ccccc1Cl	-31	-0.7	3	10	102	-1	11	12	99	4
COc1cccc(C2C(C#N)=C(N)Oc3cc(C)[nH]c(=O)c32)c1OC (centres undefined)	-43	-1.8	.	-4	95	0	9	3	95	6
C=CCn1c(Cc2cccs2)nnc1SCC(=O)Nc1ccc(C(=O)OCC)cc1	-12	-2.6	2	-7	87	0	2	-2	79	5
CCSc1nnc(NC(=O)c2cc(C)oc2C)s1	-45	0.4	3	-7	108	-2	18	7	98	0
Cc1nn(Cc2c(F)cccc2Cl)c(C)c1NC(=O)C1CC1	-7	-1.2	11	-3	97	0	6	6	94	0
O=C(COc1ccccc1)NCC(c1cccs1)N1CCOCC1 (centres undefined)	-24	-2.3	-22	4	90	.	38	1	92	2
COc1ccc(NC(=O)C23CC4CC(C2)CC(c2ccccc2)(C4)C3)c(OC)c1	-25	1.5	.	0	86	-14	3	-3	84	5
Cc1c(C(=O)NCc2cccs2)oc2ccccc12	-50	-0.6	-1	-10	101	0	12	1	90	1
CCN(CC)C(=O)Nc1ccccc1C	-82	-0.5	-10	2	99	-1	14	3	111	6
CCOc1ccccc1COC(=O)c1cccc(-n2cnnn2)c1	-55	0.8	22	-13	96	-1	5	11	109	-2
CCCn1c(-c2cccs2)nc2ccccc21	-41	-1.3	6	-19	93	0	2	0	94	3
COc1ccc(N2C(=O)C3CCCN3C2c2ccc(C)cc2)cc1 (centres undefined)	4	-1.6	.	-3	100	0	25	-1	91	4
CCc1nc(SCC(=O)N2CCC(Cc3ccccc3)CC2)c2c(=O)n(C)c(=O)n(C)c2n1	12	-2.2	2	-1	71	0	18	-12	75	-2
C=CCNC(=O)CCCc1ccccc1	-20	-5.4	.	-5	69	0	4	-8	72	1
CC(C)(C)n1nc2c(c1NC(=O)Cc1ccc(F)cc1)CSC2	-31	1.0	16	-2	96	0	1	-12	94	-1
CC1CCCC(C)N1/N=C/c1cc(Br)cc(Br)c1O (centres undefined)	-28	-1.0	-2	10	88	-7	8	0	88	2
O=C(CCCCCn1c(=O)[nH]c2ccsc2c1=O)NCc1cccs1	-1	-0.9	-15	-9	104	1	23	7	106	0
CCc1nnc(SCc2ccc(C(=O)OC)o2)n1N	-21	0.1	7	-6	104	0	39	-6	109	-1
Cc1nc2ccc(NC(=O)c3cccc(C(F)(F)F)c3)cc2o1	-31	-0.1	32	-29	84	0	61*	3	107	0
CC(C)C(=O)NC(c1ccccc1Cl)c1c(O)ccc2ccccc12 (centres undefined)	-4	-1.5	-19	0	85	-2	3	2	76	-3
COc1ccc(-c2cc(=O)c3cc(F)ccc3[nH]2)cc1	-13	-0.9	.	-1	96	.	5	0	98	3
O=C(Nc1ccc(NC(=O)C2CCCCC2)cn1)c1ccco1	-38	-1.3	7	-4	98	0	.	11	99	-3
Cc1ccc(Cn2ccc(NC(=O)c3noc4c3CCCC4)n2)cc1	-37	0.1	-17	-9	96	-1	11	-3	98	2
NC(=O)c1nsc(C(=O)N(CCc2ccccc2)C(C(=O)NC2CCCC2)c2ccco2)c1N (centres undefined)	-54	2.4	-3	-10	67	0	6	9	67	9
CCOC(=O)/C(C#N)=C/c1c[nH]c2ccccc12	0	-3.5	.	-9	89	-4	15	3	88	0
COc1cccc(C2C(C(N)=O)=C(C)Nc3nc(-c4cccc(Cl)c4)nn32)c1 (centres undefined)	-25	-3.2	-5	-4	81	.	17	5	91	10
Cc1ccc(NC(C)c2cc(Cl)ccc2O)cc1 (centres undefined)	-20	-3.8	18	2	90	5	14	4	92	-7
CC1COC(c2cccn2Cc2ccccc2Cl)=N1 (centres undefined)	21	-1.7	-6	-2	78	.	29	-3	84	6
COCCCn1c(C2CCCCC2)nc2oc3cc(OC)ccc3c(=O)c2c1=O	-51	-3.0	0	14	88	-1	14	-8	96	3
O=C(NCc1cccs1)C(=O)NCC1OCCCN1S(=O)(=O)c1ccccc1 (centres undefined)	-21	-0.6	.	-1	93	3	7	1	86	2
COc1ccc(OCC(=O)OC2CCN(C)CC2)cc1	-38	0.5	-6	0	115	3	16	-17	93	4
Cc1ccc(C(C)NC(=O)c2ccco2)cc1C (centres undefined)	-29	-1.3	-24	36	97	-4	6	4	102	2
O=C(COC(=O)/C=C/c1ccc([N+](=O)[O-])cc1)NC(c1ccccc1)c1ccccc1	-39	-0.9	-21	-3	91	.	5	8	100	12
O=C(Cn1nnc2ccccc21)c1ccccc1	-24	-1.9	.	-3	99	-8	24	12	96	2
COC(=O)c1sc2ccccc2c1NC(=O)c1ccc(S(=O)(=O)N2CCCC(C)C2)cc1 (centres undefined)	-10	0.1	.	4	62	-9	8	-3	81	3
Cc1cc(N/N=C/c2ccc(Cl)cc2)nc(NCc2ccccc2)n1	-65	-0.5	-25	-9	31	.	6	6	49	12
O=C(Nc1ccccc1)N1CCCC(c2nc(-c3ccc(F)cc3)no2)C1 (centres undefined)	-68	-0.9	9	-18	87	1	3	14	80	2
Fc1cccc2sc(Nc3nnc(-c4ccco4)o3)nc12	-46	-1.0	12	94*	19	-1	12	-10	19	2
Cc1cc(C)cc(-n2c(SCC(=O)Nc3cccc(S(=O)(=O)NC4=NCCCCC4)c3)nc3ccccc3c2=O)c1	-40	-0.9	-10	5	89	-6	9	-7	84	4
Cc1ccc(C)c(N2CCN(C(=O)CCNC(=O)Cn3ccc4ccccc4c3=O)CC2)c1	-8	-1.9	.	-1	87	-3	4	-2	82	3
CCC(C)NC(=O)C1CCN(S(=O)(=O)c2cccnc2)CC1 (centres undefined)	-74	-0.1	4	6	109	0	8	-13	97	6
Cc1ccc(C(=O)N/C(=C\c2cn(-c3ccccc3)nc2-c2ccccc2)C(=O)N2CCOCC2)cc1	-36	-0.8	15	-7	64	.	24	-3	79	-1
CCOC(=O)c1cc(-c2ccccc2)nc2nc(N3CCCCC3)sc12	-13	0.3	-25	-1	98	1	3	-1	92	1
CCOC(=O)N1CCC(NC(=O)c2cc(-c3ccc(F)cc3)[nH]c2C)CC1	-34	-2.1	.	-11	89	.	10	-3	90	1
Cc1ccc(C2CC(c3ccccc3)=NN2C(=S)Nc2ccccc2)o1 (centres undefined)	2	-1.1	-5	-11	11	1	1	8	8	4
CCCCOc1ccccc1Cn1c(=O)oc2ccc(C)cc21	-19	-0.8	-32	-18	94	-2	5	3	87	8
Cc1ccsc1-c1n[nH]c(=S)n1C1CCCCC1	-30	-2.8	.	-1	98	-4	13	7	98	6
COc1ccc(Cc2noc(COc3ccc(Cl)cc3)n2)cc1	-44	1.2	-14	-12	68	.	5	5	68	14
COc1ccccc1S(=O)(=O)Cc1ccc(C(=O)NC2CCCCC2)o1	-65	-0.9	2	-11	108	-3	.	2	94	1
Cc1cc2ccccc2c(=O)n1CC(=O)NCc1ccco1	-17	-1.3	-1	-12	95	1	6	-10	94	0
Cc1ccc(S(=O)(=O)NC2(C(F)(F)F)C(=O)Nc3c2c(=O)n(C)c(=O)n3C)cc1 (centres undefined)	-22	-0.3	-3	-6	102	.	15	-12	99	3
CC1(CC(=O)N/N=C/c2ccc(-c3cccc(C(F)(F)F)c3)o2)OCCO1	-30	-1.1	-3	-12	84	-3	19	-8	69	2
COCCn1nnnc1C(c1ccccn1)N1CCN(c2cc(Cl)ccc2C)CC1 (centres undefined)	8	1.9	6	-5	76	1	20	-5	84	14
COc1ccc(C2=NN(CN3C(=O)C(=O)c4ccccc43)C(c3ccc(Br)cc3)C2)cc1 (centres undefined)	-49	-1.8	-9	-4	18	-1	6	-1	53	0
Cc1ccccc1OCC(=O)OCC(=O)c1ccc(OC(=O)c2ccccc2)cc1	-30	-1.6	11	3	90	0	3	-1	78	-1
Cc1ccc2c(c1)N(CCC(=O)NCc1ccccn1)C(=O)CO2	-30	-0.3	.	-11	117	0	24	-8	105	0
N#Cc1c2c(c(NCCCN3CCOCC3)n3c1nc1ccccc13)CCC2	-48	-5.3	-6	-1	89	-4	5	-4	92	3
CC(=O)Nc1nc2c(ncn2COCCOC(C)=O)c(=O)[nH]1	7	0.1	-7	-10	102	-2	24	2	86	4

No new results follow: two of the compounds above.
SMILES	BB579 growth dn	MRP-1 activ	E-sel TNF inh	Yeast life ext	HCT116 PTEN-null	Phagocyt inh	Measles CPE	GALR2 blocker	HCT116 bCat-KO	NPY-Y2 antag
N#Cc1c2c(c(NCCCN3CCOCC3)n3c1nc1ccccc13)CCC2	-48	-5.3	-6	-1	89	-4	5	-4	92	3
CC(=O)Nc1nc2c(ncn2COCCOC(C)=O)c(=O)[nH]1	7	0.1	-7	-10	102	-2	24	2	86	4

Next structures follow:
SMILES	BB579 growth dn	MRP-1 activ	E-sel TNF inh	Yeast life ext	HCT116 PTEN-null	Phagocyt inh	Measles CPE	GALR2 blocker	HCT116 bCat-KO	NPY-Y2 antag
COc1ccc(NCN2C(=O)CCC2=O)cc1	-25	-3.0	1	-1	89	0	3	-16	85	0
Cc1cc(C)c(C#N)c(OCC(=O)c2ccc(Br)cc2)n1	-46	-2.1	-3	-12	62	-4	4	2	63	1
CC(=O)Nc1ccc(S(=O)(=O)NC2(C(F)(F)F)C(=O)Nc3c2c(=O)n(C)c(=O)n3C)cc1 (centres undefined)	-36	-0.4	5	4	98	2	8	5	98	5
CCC(C)c1ccc(NC(=O)CC(C)=O)cc1 (centres undefined)	-26	-0.9	1	-4	90	0	2	-6	83	3
O=C(CCN1CCN(c2ccccc2F)CC1)c1ccc(Br)cc1	-21	-5.3	29	12	62	-2	18	-2	73	5
COn1c(SCc2ccc(C)cc2C)nc2ccccc2c1=O	-10	-3.6	3	-17	47	.	5	-9	50	14
Cc1ccc(C(=O)NCCc2cccc(Cl)c2)cc1[N+](=O)[O-]	-29	2.8	.	-5	85	-2	20	2	86	3
OCCn1c(C(F)(F)F)nc2ccccc21	-5	-0.1	-15	.	0.4*	.	24	6	1.0*	3
Cc1ccc(S(=O)(=O)Cc2ccc(C(=O)OCc3ccccc3)cc2)cc1	-28	-1.8	4	-2	68	1	18*	-6	64	4
COc1ccccc1NC(=O)Cn1nc(C(F)(F)F)c2c1CCCC2	-56	-0.8	.	-5	67	4	7	3	62	9
COC(=O)Nc1sc2c(c1C(N)=O)CCCCCC2	32	0.6	15	-15	104	0	8	-4	100	3
O=C(NCC1COc2ccccc2O1)C1CCCN(S(=O)(=O)c2cccc3cccnc23)C1 (centres undefined)	-17	-0.1	14	-5	87	0	24	8	84	3
CCCn1nnc(NC(=S)NC(=O)CC)n1	-49	-2.0	-5	-19	95	-1	6	8	102	-4
